# Screens (PubChem BioAssay)
# core dimer inh: HCV core protein dimerization inhibition; TR-FRET GST/Flag-core106 dimerization, 1536-well; inhibition, % at 5 µM; 300,000 tested, 0.33% active; AID 1899;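 active = inhibition above the mean of all tested compounds plus 3 SD, set per screening campaign, cut at about 45% in these data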
#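 Assay system: tagged HCV core106 pair (GST and Flag); medium: KF-containing HEPES buffer, pH 7.45, DTT, CHAPS, BSA; also added: Eu donor and XL665 acceptor anti-tag antibodies; dosing: 5 µM single dose; timing: compound-protein-antibody incubation 4 h at 22.5 °C; signal: TR-FRET 671 and 617 nm emission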
# ZTA counter: counter-screen for EBNA-1 inhibitors: inhibitors of Epstein-Barr virus ZTA; ZTA-DNA binding, fluorescence polarization; inhibition, % at 11 µM; 320,000 tested, 0.15% active; AID 2234; in the data active = inhibition above about 33%
# Target sequence (P03206 whole entry, looked up): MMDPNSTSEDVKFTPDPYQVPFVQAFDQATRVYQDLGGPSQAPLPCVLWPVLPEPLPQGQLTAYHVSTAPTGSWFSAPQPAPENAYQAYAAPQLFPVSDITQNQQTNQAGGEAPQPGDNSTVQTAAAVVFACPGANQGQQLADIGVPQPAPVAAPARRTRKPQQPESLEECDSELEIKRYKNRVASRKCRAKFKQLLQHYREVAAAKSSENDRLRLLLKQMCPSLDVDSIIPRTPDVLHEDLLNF
# PP5 primary: PP5 (human) phosphatase inhibition. P53041. 320,000 tested, 0.18% active. inhibition, % at 6.7 µM. purified PP5c, OMFP substrate fluorescence;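 active = inhibition above the campaign's mean inhibition across all tested compounds plus 3 SD, cut at about 9.5% in these data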;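 note: 0% = DMSO only and 100% = 100 µM cantharidin control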
# EBNA-1 inh: blocks EBNA-1 binding to DNA; EBNA-1 DNA binding, fluorescence polarization; inhibition, % at 14.8 µM; 300,000 tested, 0.34% active; in the data active = inhibition above about 28%
# JMJD2C inh: blocks human GASC-1 demethylase activity; AID 2099; inhibition, % at 2.35 µM; GST-JMJD2C(1-420) H3K9me3 demethylation, DELFIA europium; 330,000 tested, 0.069% active;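 active = more than half of a compound's replicate wells show inhibition beyond 50%, single wells judged on their own value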;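 note: signal counts dimethyl H3K9 product captured on neutravidin plate; 0% = median of DMSO wells and 100% = 0.3 times that DMSO median; strong numbers were not always called active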
# Target sequence (Q9H3R0 1-420 limits assumed): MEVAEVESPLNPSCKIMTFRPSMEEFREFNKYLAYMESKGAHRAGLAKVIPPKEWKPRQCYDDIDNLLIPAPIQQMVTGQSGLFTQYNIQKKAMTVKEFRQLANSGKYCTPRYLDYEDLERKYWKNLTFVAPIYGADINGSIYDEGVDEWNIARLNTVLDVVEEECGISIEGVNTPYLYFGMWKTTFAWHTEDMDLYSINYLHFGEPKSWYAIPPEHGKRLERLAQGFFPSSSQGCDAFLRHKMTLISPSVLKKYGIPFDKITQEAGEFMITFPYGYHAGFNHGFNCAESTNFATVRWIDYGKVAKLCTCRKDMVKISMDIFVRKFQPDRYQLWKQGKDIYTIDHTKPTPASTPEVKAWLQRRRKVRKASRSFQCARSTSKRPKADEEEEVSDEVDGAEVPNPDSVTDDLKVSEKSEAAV
# Yeast superoxide: lowers age-related superoxide in aged yeast cells | S. cerevisiae aged cells, superoxide DHE fluorescence; active compounds read low | 330,000 tested, 0.18% active | superoxide response (% of plate mean), % at 10 µM;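 active = superoxide response under a set limit, about three screen SD below normal, cut at about 65% in these data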;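 note: yeast aged for seven days with compound at 30 °C before DHE staining; 100% = average MFI of all compound-treated wells on the plate with controls excluded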
# PP1 counter: blocks human PP1-alpha phosphatase, a PP5 counter-screen; purified PP1alpha, OMFP fluorescence; 320,000 tested, 0.9% active; AID 2235; P62136; inhibition, % at 6.7 µM;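 active = inhibition above the mean inhibition of all tested compounds plus 3 SD, computed separately for each screening campaign, cut at about 15% in these data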
# Target sequence (P62136 whole entry, looked up): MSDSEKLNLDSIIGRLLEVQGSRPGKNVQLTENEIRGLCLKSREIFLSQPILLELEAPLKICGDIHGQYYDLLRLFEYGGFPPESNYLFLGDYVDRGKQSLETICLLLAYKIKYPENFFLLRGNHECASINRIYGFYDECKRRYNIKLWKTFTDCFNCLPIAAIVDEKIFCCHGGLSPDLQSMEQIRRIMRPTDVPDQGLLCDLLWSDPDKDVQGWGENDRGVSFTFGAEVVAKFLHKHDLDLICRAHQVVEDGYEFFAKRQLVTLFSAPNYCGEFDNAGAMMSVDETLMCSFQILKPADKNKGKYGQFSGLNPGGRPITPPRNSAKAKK
# TPT1 inhibitor: inhibitors of Candida albicans tRNA 2'-phosphotransferase TPT1. recombinant caTPT1, FP RNA substrate dephosphorylation. inhibition, % at 5 µM. 300,000 tested, 0.81% active;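 active = inhibition above the mean of all tested compounds plus 3 SD, set per screening campaign, cut at about 24% in these data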;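 note: plate controls were DMSO alone for no effect and ferristatin control at 100 nM for full effect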
# Fh CTSL1 inh: blocks F. hepatica cathepsin L1 in PFM18AAP counter-screen | recombinant F. hepatica cathepsin L1, Z-Leu-Arg-MCA fluorescence | 300,000 tested, 0.49% active | AID 1906 | inhibition, % at 5.96 µM;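 active = inhibition above the mean of all tested compounds plus 3 SD, set per screening campaign, cut at about 17% in these data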;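 note: 0% = plate median of test compound wells and 100% = 1 µM Z-Phe-Ala-diazomethylketone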
# Numbers without * were called inactive; x = no result given.
SMILES,core dimer inh,ZTA counter,PP5 primary,EBNA-1 inh,JMJD2C inh,Yeast superoxide,PP1 counter,TPT1 inhibitor,Fh CTSL1 inh
CC(C)C(NC(=O)C1CCCCC1)C(=O)Nc1ccncc1 (configuration not stated),-7,-8,0.7,6,6,92,0,-2,2
CCc1nnc2c3cnn(-c4ccccc4)c3ncn12,-3,9,-0.3,13,-8,96,1,-2,2
S=c1[nH]nc(-c2cccc(Cl)c2)n1Cc1ccccc1,4,10,1.2,-9,6,114,-3,-1,-3
Cc1ccc(NC(=O)N2CCOCC2)c(C)c1,-5,-4,2.8,-7,-4,109,-4,0,1
CC(C)C[C@H](NC(=O)[C@H]1N2C(=O)c3ccccc3C2SC1(C)C)C(=O)N[C@@H](Cc1ccccc1)C(=O)O (some centres not stated),0,6,2.1,3,x,110,-1,0,0
S=c1[nH]nc(-c2ccc(Cl)cc2)n1/N=C/c1cccs1,-4,9,1.2,2,3,83,1,-1,1
CCOc1cccc(-c2nnc(SCC(=O)Nc3cc(C)ccc3OC)n2N)c1,-11,-10,1.6,-1,0,109,0,1,-6
CCC1(c2ccc(F)cc2)NC(=O)N(CC(=O)Nc2ccccc2C)C1=O (configuration not stated),-5,5,1.9,-19,-13,95,-2,1,-2
CC(C)CNC(=O)CSc1nnc2ccccn12,-2,-4,-0.2,-17,-11,101,-3,3,-4
CCOC(=O)c1nn(-c2ccc(OCC)cc2)c2nc(-c3ccco3)c(C#N)c(=O)n12,31,14,-1.9,0,0,110,-7,1,-1
Cc1cccc(OCCOCCN2CCNCC2)c1C,5,-2,3.9,6,-3,94,0,-1,2
COc1cc(NC(=O)C2=C(N3CCOCC3)/C(=C\c3ccc(Br)cc3)CC2)cc(OC)c1OC,11,16,1.2,5,0,113,-5,1,1
O=C(Nc1cccc(F)c1)C1CCN(S(=O)(=O)c2cccc3nonc23)CC1,5,-8,1.0,6,-24,96,6,-1,-3
Cn1c(OCc2ccc3c(c2)OCO3)nc2c1c(=O)n(Cc1ccc(Cl)c(Cl)c1)c(=O)n2C,0,17,-1.6,3,4,107,-3,-5,6
CSCCC(NS(=O)(=O)c1ccc(Cl)cc1)C(=O)OCC(=O)NC12CC3CC(CC(C3)C1)C2 (configuration not stated),8,-1,5.2,1,-20,103,10,1,-5
O=C(Nc1cc(Oc2ccc(Cl)cc2)cc([N+](=O)[O-])c1)c1ccco1,1,-5,6.1,-6,6,99,13,-2,6
CCN(CC(=O)NC)S(=O)(=O)c1ccc(Br)cc1,-4,-2,-3.1,-14,-44,94,-9,8,0
Nc1c(C(=O)NCCc2ccc(Cl)cc2)sc2ccc(S(=O)(=O)N3CCCCC3)cc12,9,21,2.1,2,-7,99,4,-4,0
N/C(=N\OC(=O)CCc1ccccc1)c1ccc(Cl)cc1,6,8,1.5,-7,2,93,-1,-4,-12
COCCNC(=O)C1(C(F)(F)F)CC(CCCO)CCCO1 (configuration not stated),12,-10,1.3,10,6,115,-6,-2,-7
Clc1ccc(CNc2ccccc2NCc2ccc(Cl)nc2)cn1,-2,9,0.5,1,19,101,-5,3,1
CCC(C(=O)N1CCN(S(=O)(=O)c2ccc(F)cc2)CC1)c1ccccc1 (configuration not stated),x,0,-0.3,x,-3,84,-1,x,x
O=C1N(S(=O)(=O)c2ccccc2F)C(=O)C2(CCCC2)N1S(=O)(=O)c1ccccc1F,-5,8,-2.3,2,1,89,1,6,-1
O=[N+]([O-])c1cccc(S(=O)(=O)N2CCCCC2)c1,-7,-4,3.2,-3,-2,107,-2,-1,-4
CC1=NN(c2nc3ccccc3s2)C(O)(C(F)(F)F)C1 (configuration not stated),1,-1,2.0,-1,-1,98,0,-3,-4

# Copied from above for reference:
SMILES,core dimer inh,ZTA counter,PP5 primary,EBNA-1 inh,JMJD2C inh,Yeast superoxide,PP1 counter,TPT1 inhibitor,Fh CTSL1 inh
CCOc1cccc(-c2nnc(SCC(=O)Nc3cc(C)ccc3OC)n2N)c1,-11,-10,1.6,-1,0,109,0,1,-6
CCC1(c2ccc(F)cc2)NC(=O)N(CC(=O)Nc2ccccc2C)C1=O (configuration not stated),-5,5,1.9,-19,-13,95,-2,1,-2
CC(C)CNC(=O)CSc1nnc2ccccn12,-2,-4,-0.2,-17,-11,101,-3,3,-4
CCOC(=O)c1nn(-c2ccc(OCC)cc2)c2nc(-c3ccco3)c(C#N)c(=O)n12,31,14,-1.9,0,0,110,-7,1,-1
Cc1cccc(OCCOCCN2CCNCC2)c1C,5,-2,3.9,6,-3,94,0,-1,2
COc1cc(NC(=O)C2=C(N3CCOCC3)/C(=C\c3ccc(Br)cc3)CC2)cc(OC)c1OC,11,16,1.2,5,0,113,-5,1,1

# Remaining list, next part
SMILES,core dimer inh,ZTA counter,PP5 primary,EBNA-1 inh,JMJD2C inh,Yeast superoxide,PP1 counter,TPT1 inhibitor,Fh CTSL1 inh
O=C(Nc1nnc(C23CC4CC(CC(C4)C2)C3)s1)c1ccco1,1,-21,3.1,8,1,98,1,-2,-2
CCn1ccnc1CN(C)Cc1cn(-c2cc(C)ccc2C)nc1-c1ccccc1,5,-13,2.2,-6,-4,93,2,-1,2
Cc1cccc(NC(=S)N=Nc2c(O)[nH]c3ccccc23)c1,-1,-13,-0.1,5,9,105,3,-1,3
O=[N+]([O-])c1ccc(N2CCCCC2)c(-c2nn[nH]n2)c1,-1,-14,-0.6,-18,12,99,5,2,-1
O=C(NCCCN1CCOCC1)c1ccccc1NS(=O)(=O)c1ccc(F)cc1,-4,5,-0.4,-7,5,96,3,2,0
COc1ccc(OC)c(CCNC(=O)CCc2cn(C)c3ccccc23)c1,8,12,-1.4,5,78,87,-1,-3,2
CCOC(=O)c1c(NC(=O)Cc2ccccc2)sc2c1CCN(C)C2,25,-3,-1.7,6,-3,78,0,0,2
CC(=O)c1oc2ccccc2c1NC(=O)COC(=O)c1ccc(-n2nc(C)cc2C)cc1,33,-3,2.7,-10,2,99,0,3,-3
O=C(CN1C(=O)NC2(CCCCCC2)C1=O)N1CCC(Cc2ccccc2)CC1,6,-5,2.7,1,5,101,-2,5,-5
COc1ccc(CNC(=O)NS(=O)(=O)c2ccc(C)cc2)cc1,7,-12,0.1,6,-1,103,-4,1,0
O=C(c1cc(N2CCOCC2)c(F)cc1[N+](=O)[O-])N1CCOCC1,-4,-12,1.5,2,-1,88,1,-3,9
Cn1c(=O)oc2cc(S(=O)(=O)N3CCc4ccccc4C3)ccc21,0,2,0.2,9,3,96,-7,0,5
COc1cccc(C(=O)NC23CC4CC(CC(C4)C2)C3)c1,7,9,-2.6,7,-10,110,-3,0,-2
CCC(CC)c1nnc(NC(=O)C2CC(=O)N(C3CCCC3)C2)s1 (configuration not stated),-1,0,-1.1,-2,0,86,0,-4,-3
CC(C)NC(=O)C(=O)NCCCOC(C)C,1,-17,-1.7,-7,7,99,-1,0,-4
O=C1N[C@H](Cc2ccccc2)CO1,-7,-19,2.7,-14,8,94,3,-2,-3
O=C(NC(=S)NCc1ccco1)c1ccc(Br)cc1,7,-9,3.0,-9,16,101,0,-3,-8
CC(=O)c1c(C)[nH]c(C(=O)COC(=O)CNS(=O)(=O)c2ccccc2)c1C,-1,0,1.4,-1,9,104,-1,1,-43
O=S(=O)(Nc1ccc(N2CCOCC2)cc1)c1c(F)cc(F)cc1Br,25,6,1.7,-9,1,88,3,-1,-4
COc1ccc(Cl)cc1C(=O)NNC(=S)NC(=O)c1cc(-c2ccc(Cl)cc2)nc2ccccc12,3,-14,2.6,-6,6,92,-1,-2,4
Cc1ccc(Cn2ccsc2=NC(=O)COC(=O)c2ccc(NC(=O)CC#N)cc2)cc1,8,5,-0.4,4,9,88,6,1,2
Cc1ccc(C)c(N2CCN(C(=O)Cn3ncn4cccc4c3=O)CC2)c1,-9,3,4.4,-23,4,110,-1,3,0
Cc1ccccc1CSc1[nH]c(=O)ncc1C,6,-2,-1.3,7,2,102,-1,-3,3
O=C(NCCOc1ccc(F)cc1)C1CCC(=O)N(CCCN2CCCC2=O)C1 (configuration not stated),-7,5,-3.6,-12,-1,85,2,4,4
CCn1nc(C)c(/C=N\NC(=O)c2ccc3c(c2)OCO3)c1C,-2,16,-0.1,11,-3,106,3,-2,-2
SMILES,core dimer inh,ZTA counter,PP5 primary,EBNA-1 inh,JMJD2C inh,Yeast superoxide,PP1 counter,TPT1 inhibitor,Fh CTSL1 inh
COc1ccc(Cl)cc1NC(=O)COC(=O)CCCC1=NS(=O)(=O)c2ccccc2N1,8,9,1.1,4,-1,113,-2,-2,3
CCOC(=O)Cn1nnc2c(sc3nc4c(c(-c5ccc(Cl)cc5)c32)CCC4)c1=O,31,-2,2.6,-2,-5,126,-5,1,-3
COc1ccc(OC)c(/C=N/NC(=O)CC(=O)NC2CCCCC2)c1,-3,22,-1.4,13,-5,83,-3,0,1
CCC(=O)Nc1ccc2c(c1)C(=O)N(C)C2=O,0,10,1.6,-7,5,97,1,5,-1
Clc1ccc2nc3ccccn3c2c1,2,7,0.4,-4,-2,105,-3,-2,-3
N#C/C(=C\c1ccc[nH]1)C(=O)Nc1ccccc1Cl,0,-1,1.9,7,-1,91,0,-14,0
CCO[C@@H]1c2c(ccc3ccc(=O)oc23)OC(C)(C)[C@H]1O,x,0,0.2,x,-8,92,-4,x,x
CCN(C1CCS(=O)(=O)C1)S(=O)(=O)c1cccc([N+](=O)[O-])c1 (configuration not stated),-4,-15,1.2,1,-12,122,-2,-4,-9
Cn1cc(CN2CCC(C(=O)N3CCCC3)CC2)c(-c2ccccc2F)n1,5,-29,2.4,0,-2,98,-4,-1,-2
Cc1cc(C)c(S(=O)(=O)N2CCCC(C(=O)NCc3ccccn3)C2)c(C)c1 (configuration not stated),0,7,2.6,-4,3,92,-2,-3,-4
CC(C)Oc1ccc(CC(=O)NNC(=S)Nc2ccc(Br)cc2)cc1,4,-4,0.6,-3,0,107,6,1,-3
Cc1ccccc1C(=O)c1c[nH]c(C(=O)NCC2CCCO2)c1 (configuration not stated),-6,-11,0.0,0,-1,96,-4,-3,-5
Cc1cc(Cl)ccc1OCCCC(=O)NCCN1C(=O)S/C(=C\c2cccnc2)C1=O,2,-8,2.3,-1,-18,99,-1,1,6
Cc1ccc(-n2c(C)nn(CCOc3ccccc3)c2=O)cc1,2,-1,0.1,-5,-15,108,0,-1,1
CCOc1ccc(C(C)=O)cc1N1C(=O)C2C3C=CC(C3=C(C)C)C2C1=O (configuration not stated),1,-30,4.7,-8,7,105,-1,-4,-5
COc1ccc(NC(=S)NC(NC(=O)c2cccc(Cl)c2)C(Cl)(Cl)Cl)c([N+](=O)[O-])c1 (configuration not stated),4,-7,4.2,1,15,95,18*,-1,3
COc1ccc(C2/C=C\CN(Cc3ccco3)CC(=O)N2Cc2ccc(F)cc2)cc1 (configuration not stated),7,17,1.8,9,3,x,1,-2,3
CCOC(=O)c1nn2c(C(F)(F)F)cc(-c3ccc(OC)cc3)nc2c1Br,-25,12,3.8,-1,4,110,-2,3,-1
CCn1c(COc2ccccc2C)nnc1SCC(=O)N1CCCCC1,4,2,4.9,-21,11,96,0,-2,-8
COc1cccc(Nc2nnc(SCc3cc([N+](=O)[O-])cc4c3OCOC4)s2)c1,7,-10,1.8,2,-7,97,2,-3,1
CC(C)(C)N(Cc1ccccc1)C(=O)CCc1ccccc1,5,-8,3.1,7,3,89,-5,1,0
O=C(NCc1nc(-c2ccc(C(F)(F)F)cc2)no1)Nc1ccc(OC(F)(F)F)cc1,1,10,4.4,-1,-12,110,5,1,2
O=c1[nH]nc(SCc2nnc(-c3ccc([N+](=O)[O-])cc3)o2)n1C1CCCCC1,3,8,-0.5,10,-2,125,2,1,0
CC1(C)N([O-])C2=C(c3ccccc3C2=O)[N+](=O)C1(C)C,-8,5,-2.4,5,6,87,-4,-1,0
